# Compound activity (PubChem BioAssay)
# Mtb FBA inh: Mtb fructose-bisphosphate aldolase inhibition; P9WQA3; purified M. tuberculosis FBA, fluorescence read-out; inhibition, % at 1 µM; actives 2.3% (n = 360,000); in the data active = inhibition above about 27%;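 note: 0% = vehicle and 100% = reference inhibitor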
# BoNT F protease: BoNT F light chain protease inhibition; Multiplex microsphere protease cleavage assay, flow cytometry; inhibition, % at 10 µM; actives 0.22% (n = 360,000); in the data active = inhibition above about 35%, passing the limit was not always enough; inconclusive = no clear call, values can overlap the other calls; note: plate controls were buffer without enzyme for full effect and enzyme alone for no effect
# FadD28 binding: inhibitors of Mycobacterium tuberculosis FadD28 bisubstrate binding; actives 0.22% (n = 360,000); FadD28 bisubstrate probe binding, fluorescence polarization; inhibition, % at 12.5 µM; in the data active = inhibition above about 8.5%, passing the limit was not always enough; inconclusive = no clear call, values can overlap the other calls
# PrPC surface inh: inhibitors of human cell surface prion protein PrPC; TR-FRET read-out; inhibition, % at 13.8 µM; actives 0.43% (n = 370,000); AID 720596; in the data active = inhibition above about 24%; note: 0% = median of the test wells and 100% = reference compound wells
# Mtb BioA inh: BioA (M. tuberculosis) enzyme inhibition; purified M. tuberculosis BioA enzyme, plate reader; inhibition, % at 9.99 µM; actives 0.096% (n = 360,000); AID 602481; in the data active = inhibition above about 40%; inconclusive = no clear call, values can overlap the other calls
# UGM FP inh: Mtb UDP-galactopyranose mutase inhibition; P9WIQ1; purified UGM, fluorescence polarization probe displacement; inhibition, % at 10 µM; actives 0.06% (n = 320,000); in the data active = inhibition above about 10%, passing the limit was not always enough; inconclusive = no clear call, values can overlap the other calls
# Target sequence (P9WIQ1 whole entry, looked up): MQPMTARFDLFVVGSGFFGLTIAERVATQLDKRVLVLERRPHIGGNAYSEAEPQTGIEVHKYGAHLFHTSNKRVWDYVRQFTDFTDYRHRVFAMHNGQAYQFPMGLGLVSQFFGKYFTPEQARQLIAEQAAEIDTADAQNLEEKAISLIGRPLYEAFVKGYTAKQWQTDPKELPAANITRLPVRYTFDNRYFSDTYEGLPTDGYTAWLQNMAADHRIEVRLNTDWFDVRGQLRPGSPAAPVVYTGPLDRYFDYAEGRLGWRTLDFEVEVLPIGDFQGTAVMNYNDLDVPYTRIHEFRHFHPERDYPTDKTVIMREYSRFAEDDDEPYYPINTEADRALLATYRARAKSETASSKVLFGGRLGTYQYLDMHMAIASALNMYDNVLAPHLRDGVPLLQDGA
# GDH-TPI counter: inhibits GDH-TPI coupling enzymes, artifact for Mtb FBA screen | GDH-TPI coupled enzyme counterscreen, NADH absorbance | inhibition, % at 4.8 µM | actives 1.2% (n = 360,000); in the data active = inhibition above about 30%;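 note: 0% = DMSO wells and 100% = wells lacking the enzyme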
# MazF activator: increases E. coli MazEF RNase cleavage of RNA | activation, % at 20 µM | P0AE70 | actives 0.32% (n = 350,000) | FAM/BHQ RNA-DNA oligo cleavage fluorescence, 5 h; in the data active = activation above about 50%
# Target sequence (P0AE70 whole entry, looked up): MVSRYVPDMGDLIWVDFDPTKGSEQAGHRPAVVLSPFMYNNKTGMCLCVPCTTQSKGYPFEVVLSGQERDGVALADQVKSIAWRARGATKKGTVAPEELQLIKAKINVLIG
# Rv3671c protease: inhibitors of M. tuberculosis serine protease Rv3671c; P9WHR9; inhibition, % at 5.96 µM; actives 0.048% (n = 320,000); AID 2606; in the data active = inhibition above about 38%;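 note: extracellular domain of Rv3671c used as enzyme; 0% = enzyme with DMSO and 100% = no enzyme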
# Target sequence (P9WHR9 whole entry, looked up, the tested form may be a part): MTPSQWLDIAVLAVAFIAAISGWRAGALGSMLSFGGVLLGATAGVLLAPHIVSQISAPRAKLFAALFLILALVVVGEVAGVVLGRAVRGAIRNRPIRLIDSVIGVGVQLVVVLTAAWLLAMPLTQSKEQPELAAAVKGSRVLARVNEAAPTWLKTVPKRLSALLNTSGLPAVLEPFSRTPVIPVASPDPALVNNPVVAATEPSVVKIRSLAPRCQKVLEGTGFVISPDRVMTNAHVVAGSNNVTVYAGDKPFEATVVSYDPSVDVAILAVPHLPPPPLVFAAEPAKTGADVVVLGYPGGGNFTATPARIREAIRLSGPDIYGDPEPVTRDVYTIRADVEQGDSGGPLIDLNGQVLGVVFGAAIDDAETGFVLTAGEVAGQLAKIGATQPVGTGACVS
# The depositor's hits bear a star; ? = inconclusive; / = not tested or not shown; & = joins results of further samples. Not a hit list, and some 4.8% of all compounds hit somewhere here.
SMILES,Mtb FBA inh,BoNT F protease,FadD28 binding,PrPC surface inh,Mtb BioA inh,UGM FP inh,GDH-TPI counter,MazF activator,Rv3671c protease
N#CC1=C2N=C(N)c3ccccc3N2C2=C(C(=O)CCC2)C1c1ccccc1F (stereo not given),3.3,-6.4,-1.3,-0.7,0.7,4.6,1.3,-50.0,-0.3
Cc1ccc(S(=O)(=O)N(CC(=O)NCc2ccc(F)cc2)C(=O)N2CCN(C)CC2)cc1,2.8,-7.4,-1.3,-7.7,-0.8,-0.2,-9.9,8.2,6.1
N#Cc1c(N)n(CCNC(=O)c2ccccc2)c2nc3ccccc3nc12,98.0*,-2.8,-2.4,-8.1,/,-2.5,0.0,1.5,-3.4
Cc1nc(Cl)cc(N/N=C/c2ccc(O)cc2O)n1,0.9,/,0.4,-2.3,-1.3,-1.5,59.4*,6.8,2.5
CCOC(=O)C1(Cc2cccc(OC)c2)CCN(Cc2ccccc2)CC1,-0.1,-2.3,-4.3,-6.1,0.0,1.1,3.1,6.3,-4.8
CC(C)(C)c1ccc(C(=O)NCC(=O)N2CCCCCC2)cc1,-8.7,23.4,-3.4,0.3,-1.4,-1.0,-1.8,5.1,-1.1
N=c1n(CCN2CCOCC2)c2ccccc2n1CC(=O)c1cccc([N+](=O)[O-])c1,-1.9,/,-1.2,-26.0,0.4,0.8,11.7,3.3,1.4
O=C(CCl)NC(Cc1ccccc1)c1ccccc1 (stereo not given),-0.4,-5.3,-4.0,-6.8,/,-1.8,-0.7,1.8,6.5
CN(CC(=O)Nc1cccc(F)c1)C(=O)c1ccccc1OCCOc1ccccc1,5.2,9.7,-2.9,5.6,/,-0.1,2.5,0.6,3.8
Cc1noc(C)c1S(=O)(=O)N1Cc2ccccc2CC1C(=O)N(C)C (stereo not given),4.1,1.6,0.7,-4.8,0.0,3.7,2.5,9.5,0.1
COC(=O)CC1(C(=O)OC)Oc2ccc(Br)cc2C(=O)N1c1cc(Cl)c(Cl)cc1Cl (stereo not given),2.2,-8.8,-2.0,9.9,/,-0.6,14.0,12.1,4.6
CCOC(=O)C1C(=O)NC(SCC(=O)Nc2nccs2)=C(C#N)C1c1ccccc1OCC (stereo not given),0.2,-4.5,1.0,/,-3.7,-1.0,13.3,-13.3,-4.1
CCN(CC)CC(O)COCCC12CC3CC(CC(C3)C1)C2 (stereo not given),0.9,-13.6,-2.4,9.8,1.1,-0.8,-0.4,10.5,2.6
COc1ccc(/C=C\C(=O)NCc2ccc3[nH]c(C)cc3c2)cc1OC,1.7,-11.5,-3.2,-1.7,-4.2,0.8,7.3,3.0,7.7
O=C1CCC(=O)N1CCC(=O)N(C(=O)NC1CCCCC1)C1CCCCC1,-4.8,-0.2,-3.0,-4.2,-1.5,/,-5.6,1.7,/
COc1ccc(Br)cc1C(=O)Nc1nnn(C)n1,1.1,-2.8,-2.1,-7.0,-1.2,-1.6,6.7,-1.5,5.0
CCn1c(NCCc2ccc(OC)c(OC)c2)nc2c1c(=O)n(C)c(=O)n2C,2.5,/,-1.0,1.0,/,-4.2,15.2,5.2,-4.7
CCOC(=O)c1ccc(NCc2nc3ccccc3n2C)cc1,-1.8,-11.8,-2.3,-0.6,/,-1.4,4.0,-2.2,-1.6
CCOC(=O)c1cc(C#N)c(SCc2ccc(C#N)cc2)nc1C,-0.8,4.0,1.3,5.2,-1.3,1.4,15.5,-3.1,7.7
CCCCCSc1nnc(N)s1,1.3,?,-0.1,1.6,/,2.6,11.2,4.6,0.8
CCOc1ccc(C(=O)NCc2ccco2)cc1OCC,1.7,-0.8,-1.7,-4.2,-2.9,-0.3,3.7,3.1,4.6
CCCCn1c(N)c(N(CCOC)C(=O)c2sc3ccccc3c2Cl)c(=O)[nH]c1=O,-2.6,-7.8,-2.3,-2.9,-0.1,2.1,0.0,0.7,5.6
CCN1CCN(CCOCCOc2ccccc2)CC1,2.7,-13.1,0.2,0.1,-0.2,0.8,-8.4,12.0,8.2
COc1ccc(-n2cnc3scc(-c4ccccc4)c3c2=O)cc1,-0.4,-3.3,-2.4,3.6,0.7,-3.0,-3.1,-10.1,2.2
C[C@@H]1C(=O)O[C@H]2[C@H](O)[C@]34[C@@H]5OC(=O)[C@]3(OC3OC(=O)[C@H](O)C34[C@H](C(C)(C)C)[C@@H]5O)[C@@]12O (stereo not given in full),-1.8,-2.4,-2.7,1.2,-1.2,/,-3.4,6.3,/
CCc1noc(C)c1C(=O)Nc1nc(-c2ccc(OC)cc2)cs1,2.3,7.1,-1.9,7.5,-1.0,2.8,-0.7,0.5,-3.0
CSc1ccc(/C=C(/NC(=O)c2ccco2)C(=O)N2CCCCCC2)cc1,-4.0,4.7,-2.4,-0.6,1.0,-0.2,27.3,-0.8,-1.4
Cc1c(C(=O)NCC2CCCO2)oc2ccc3c(c12)C(=O)CC(C)(C)O3 (stereo not given),17.2,4.6,-3.8,2.8,0.1,0.2,18.6,-1.2,-0.8
Cc1cc([N+](=O)[O-])nn1CCCC(=O)Nc1c(C)n(C)n(-c2ccccc2)c1=O,-1.1,-13.3,-2.0,-4.8,-3.3,0.4,-5.1,5.0,9.5
CN1CCN(c2ccc(NC(=O)C(C)(C)C)cc2)CC1,-5.7,-3.3,1.4,-1.5,-0.8,1.4,0.0,1.9,0.5
Cc1cc(C)nc(NS(=O)(=O)c2ccc(NC(=O)c3snnc3C)cc2)n1,0.7,2.5,-2.0,-0.2,-1.4,4.4,-1.2,-15.5,-6.3
Cc1cccc(OCCCn2ccnc2)c1,-0.6,-2.0,-1.6,-0.2,0.2,0.3,-6.4,3.1,-7.8
CCc1ccc(NC(=O)C(NS(=O)(=O)c2cccc3nsnc23)c2ccccc2)cc1 (stereo not given),-1.7,-10.1,-2.4,-10.1,1.5,0.3,1.9,-2.4,-13.9
C[C@H]1CN([C@@H](C)CO)C(=O)c2cc(NC(=O)Cc3ccccc3)ccc2O[C@H]1CN(C)Cc1ccccc1,-0.7,-5.9,-7.5,-3.6,6.8&-0.2,-2.5,4.0,1.9,2.4
COc1ccc(N(C)S(=O)(=O)c2cccc(C(=O)NC3CCCCCC3)c2)cc1,2.4,-1.3,-1.4,20.2,/,0.3,-1.9,1.2,10.8
C=CCN(C(=O)CNS(=O)(=O)c1ccccc1)C(C(=O)NCCOC)c1cccnc1 (stereo not given),5.6,0.9,/,-4.2,/,1.8,-3.0,-13.2,-5.5
C/C(N)=C(/C#N)C(=O)CSc1nnc(C)n1-c1ccccc1,-2.9,2.0,-3.1,5.5,/,-1.4,-2.2,8.1,-4.1
N#Cc1c(-n2ccnc2)cccc1-n1ccnc1,-2.1,2.1,-3.8,-2.1,0.0,3.4,9.7,2.2,-1.6
COc1ccc(C(=O)Nn2cnc3scc(-c4cccs4)c3c2=O)c(O)c1,-3.2,4.8,0.6,-0.5,-2.0,3.1,8.7,2.5,0.4
COc1ccccc1[C@@H]1C(c2cccc(C)c2)=NN(c2ccc(Br)cc2)[C@H]1C(=O)N1CCOC1=O,14.5,-2.7,-2.5,-3.1,-0.6,/,9.1,0.9,/
CCN1C(=O)/C(=C/c2ccc(OCc3ccc(C(=O)O)cc3)c(Cl)c2)NC1=S,-1.1,?,-7.0,3.7,-0.5,3.0,13.3,2.8,-29.1
CC(=O)Nc1c(Br)cc2c(c1Br)Cc1cc([N+](=O)[O-])ccc1-2,-2.3,3.2,-2.9,-3.4,-1.4,/,22.5,-2.4,/
COc1ccc(C)cc1NC(=O)C1CCN(C(=O)C2CC(=O)N(c3ccc(C)cc3)C2)CC1 (stereo not given),4.4,-5.7,-2.7,-1.6,-0.3,2.8,-0.8,9.3,10.9
C[C@@H]1CC=C[C@H]2[C@H]1C(=O)N(Cc1ccccc1)[C@H]2c1ccc(C(F)(F)F)cc1,2.4,-8.6,-2.5,-1.1,-1.9,-0.7,11.4,-0.6,-2.8
COc1ccccc1OCC(=O)Nc1cccc(S(=O)(=O)NC2=NCCCCC2)c1,-1.5,-5.6,-1.8,4.5,-0.2,/,-6.5,4.1,9.2
O=c1[nH]c(=S)n(C2CC2)c(O)c1/C=N/N1CCOCC1,-2.0,-7.1,-4.4,10.6,/,1.7,16.2,4.8,-7.8
Cc1c(NC(=O)c2ccc(N3C(=O)C4C5C=CC(C5)C4C3=O)cc2)c(=O)n(-c2ccccc2)n1C (stereo not given),-8.9,15.1,-4.1,1.7,0.6,-1.6,-10.8,-2.5,-1.6
COc1cc(/C=C2\C(=O)N(c3ccccc3)N=C2C)ccc1Oc1ccc([N+](=O)[O-])cc1[N+](=O)[O-],1.1,-7.5,-1.8,-29.4,/,1.0,21.7,-13.2,-225.4
COc1cc(C(=O)N2CCC(NC(=O)C(Cc3ccccc3)NC(C)=O)CC2)cc(OC)c1OC (stereo not given),3.7,2.7,-1.9,-11.2,/,1.6,6.4,5.2,-2.1
CCOC(=O)N1CCN(C(=O)CCC(=O)N2CCOc3ccc(C)cc32)CC1,-1.9,-31.6,-1.1,-1.7,-5.6,1.7,9.7,-6.1,-6.1

# Whole records, quoted from the list. Order of screens: Mtb FBA inh | BoNT F protease | FadD28 binding | PrPC surface inh | Mtb BioA inh | UGM FP inh | GDH-TPI counter | MazF activator | Rv3671c protease
# CCN1C(=O)/C(=C/c2ccc(OCc3ccc(C(=O)O)cc3)c(Cl)c2)NC1=S is entered as -1.1 | ? | -7.0 | 3.7 | -0.5 | 3.0 | 13.3 | 2.8 | -29.1
# O=c1[nH]c(=S)n(C2CC2)c(O)c1/C=N/N1CCOCC1 is entered as -2.0 | -7.1 | -4.4 | 10.6 | / | 1.7 | 16.2 | 4.8 | -7.8
# Cc1c(NC(=O)c2ccc(N3C(=O)C4C5C=CC(C5)C4C3=O)cc2)c(=O)n(-c2ccccc2)n1C (stereo not given) is entered as -8.9 | 15.1 | -4.1 | 1.7 | 0.6 | -1.6 | -10.8 | -2.5 | -1.6
# COc1cc(/C=C2\C(=O)N(c3ccccc3)N=C2C)ccc1Oc1ccc([N+](=O)[O-])cc1[N+](=O)[O-] is entered as 1.1 | -7.5 | -1.8 | -29.4 | / | 1.0 | 21.7 | -13.2 | -225.4
# CCOC(=O)N1CCN(C(=O)CCC(=O)N2CCOc3ccc(C)cc32)CC1 is entered as -1.9 | -31.6 | -1.1 | -1.7 | -5.6 | 1.7 | 9.7 | -6.1 | -6.1

# Further results
SMILES,Mtb FBA inh,BoNT F protease,FadD28 binding,PrPC surface inh,Mtb BioA inh,UGM FP inh,GDH-TPI counter,MazF activator,Rv3671c protease
OCC[C@H]1C[C@H](O)[C@@H](O)[C@]2(CCCc3ccccc3O2)O1,3.3,-2.9,-1.7,1.4,-0.9,2.0,-8.1,5.2,7.1
O=C(Cc1c(O)c2ccccc2[nH]c1=O)N(Cc1ccccc1)Cc1ccccc1,6.0,-1.5,-0.2,6.0,/,-0.4,2.1,-1.1,-9.4
O=C(Nc1c[nH]c(=O)[nH]c1=O)c1ccc([N+](=O)[O-])cc1,11.2,-1.5,0.8,-42.4,/,-0.3,5.1,6.9,-1.1
CCOC(=O)C1CCN(C(=S)Nc2ccc(C)cc2)CC1,2.4,2.4,-1.5,5.3,/,-4.3,-2.6,-8.7,3.5
COc1ccc(C(=O)NC(=S)N2CCNC(=O)C2CC(=O)OC(C)C)cc1 (stereo not given),-1.8,0.8,0.3,6.1,-0.4,0.0,9.9,0.8,-0.1
CCCC(=Nc1ccccc1)C1=C(O)C(C(=O)OC)C(C)(C)CC1=O (stereo not given),2.2,-5.8,0.5,2.3,-0.2,-2.6,-4.1,4.4,1.8
O=C(NC1CCS(=O)(=O)C1)c1cccc(S(=O)(=O)N2CCCCCC2)c1 (stereo not given),2.6,-2.5,-4.0,0.8,/,-0.8,-2.8,6.0,-0.9
COc1ccc(NS(=O)(=O)c2cc(NC(=O)CC3CCCC3)ccc2N2CCOCC2)cc1,-3.4,-6.2,-2.7,5.6,1.3,-0.1,0.3,5.9,-8.2
Cc1c(O)nc(SCC(=O)Nc2nccs2)n(-c2ccccc2F)c1=O,3.9,-4.1,-0.5,-2.2,-0.4,8.9,-10.3,-2.1,/
CC(C)CCNC(=O)C12CN(Cc3ccccc3)CC1C(c1cccc([N+](=O)[O-])c1)=NO2 (stereo not given),0.3,-4.6,0.6,-0.8,-0.9,-1.6,3.5,1.0,0.1
